# Bioassay records as filed in PubChem BioAssay.
# T cell modulator = T cell immune modulators affecting CD8 T cell-vesicle binding; 2C CD8+ T cell-vesicle binding, flow cytometry; active compounds read low; actives 0.068% (n = 330,000); calls only at 7 µM;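 active = response, share of CD8 T cells binding vesicles, and their 90th percentile fluorescence all below set limits, cut at about 80% in these data, passing the limit was not always enough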
#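 Read-out – percent CD8+ FL2 mean versus row control · System – murine 2C transgenic CD8+ T lymphocytes · Times – 1.5 h cell–vesicle binding at 37 °C, then 20 min icy labelling · Control set – naked vesicles low, QL9 vesicles with vehicle high · Detection – cytometric PE anti-B7-1 and Alexa647 anti-CD8 signals after 1% paraformaldehyde fixation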
# Salmonella PhoP GFP = inhibitors of PhoP regulon expression, primary screen, Salmonella Typhimurium, GFP reporter (AID 1863). S. Typhimurium PhoP-regulated promoter GFP reporter, 4 h; higher % means a stronger effect. inhibition, % at 50 µM, or IC50 in µM where a hit was titrated. actives 0.16% (n = 300,000);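 active = inhibition over 29.93%, a cutoff 3 SD above the screen mean, later confirmed by dose response; inconclusive = inhibition over 29.93% but no dose response follow-up; inactive = inhibition at most 29.93% or unconfirmed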;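 note: 0% = low Mg2+ inducing control and 100% = high Mg2+ repressing control; strong numbers were not always called active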
# Ins promoter up = MIN6 insulin promoter up-regulation; MIN6 insulin promoter-GFP reporter, high-content imaging; active compounds read high; z-score at 5 µM; actives 0.3% (n = 190,000);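 active = z-score above 3 at 5 µM with at least 500 cells counted in the well; inconclusive = wells under 500 cells, flagged as cytotoxic or low count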
# b-catenin transl = modulators of beta-catenin nuclear translocation; HeLa beta-catenin nuclear translocation, immunofluorescence imaging; nuclear translocation activity, % at 5 µM; actives 0.3% (n = 190,000);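 active = nuclear translocation activity above 50% at 5 µM, with a well cell count of 50 or more; inconclusive = wells under 50 cells across six images, flagged as toxic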;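 note: per-cell ratio of nuclear to cytoplasmic median beta-catenin stain intensity; plate controls were DMSO negative control for no effect and GSK-3 inhibitor IX positive control for full effect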
#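 Test system: human HeLa cells, endogenous beta-catenin. Times: 24 h compound exposure, 37°C. Measured by: beta-catenin immunofluorescence imaging with DAPI.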
# Autophagy mod = modulators of autophagy; MEF GFP-LC3 puncta imaging; test concentration mostly 10 µM; calls only at 10 µM (by protocol); actives 0.98% (n = 190,000); AID 463193;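 active = percentage of spot-positive cells more than 3 SD above its plate mean, without a fluorescence outlier flag or 80% toxicity; inconclusive = no clear call, values can overlap the other calls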;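 note: spot-positive cell cutoff set from DMSO-treated cells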
# Lipid droplet = modulators of hepatic lipid droplet formation; AML12 mouse hepatocytes, oleate lipid droplets, BODIPY imaging; inhibition, % at 6.5 µM; actives 0.4% (n = 240,000);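 active = lipid droplet intensity inhibited by at least 50%, with more than 500 cells counted; inconclusive = wells with under 300 cells, treated as cytotoxic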
#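 Technique: fluorescence imaging, 20x objective, two fields per well / Assay system: AML12 hepatocytes (mouse) / Measure: % inhibition of lipid droplet signal / Doses: 6.5 µM single-point dosing / Incubation: overnight exposure / Reagent: 100 µM oleic acid challenge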
# Dynein transport = blocks dynein driven cargo transport along microtubules; 3617.4 mouse cells, GR-EGFP nuclear translocation imaging; test concentration mostly 20 µM; stimulated with dexamethasone, 1 µM; active compounds read low; z-score, hits read low; actives 0.47% (n = 220,000); AID 1381;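 active = plate z-score of nuclear minus cytoplasmic receptor signal below a set negative limit, without overly bright fluorescence or cell loss, cut at about -3.5 in these data, passing the limit was not always enough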;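 note: z-score of nuclear minus cytoplasmic ring GR-EGFP intensity difference per well; some compounds called inactive have numbers as strong as hits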
#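 Also added: dexamethasone, 1.0 µM final. Medium: tet-free, stripped-serum medium. Detection: fixed, Hoechst-stained cells imaged at 10x for EGFP. Read-out: nuclear-to-cytoplasmic GR-EGFP distribution per well. Times: induction 48 h, compound 1 h, agonist 30 min.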
# MT stabilizer = microtubule stabilization, imaging screen; HeLa tubulin immunostaining HCS, 24 h; share of cells brighter than vehicle mean+2SD; % tubulin-high responders, % at 10 µM; actives 0.83% (n = 200,000); AID 2205;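 active = plate Z-score above 3 for both tubulin-high and condensed-nucleus cell shares, with cell loss under 80%, at 10 µM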;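 note: anti alpha tubulin signal scored within the nucleus-defined area of each cell; some results filed as inactive read as strong as hits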
# ER stress rescue = rescue of cells from ER stress-induced death, primary screen, 384-well, CSM14.1, thapsigargin, ATP luminescence (AID 1222) | CSM14.1 thapsigargin-induced death rescue, ATP luminescence; higher % means a stronger effect | cellular ATP content (survival), % at 20 µM, or EC50 in µM where a hit was titrated | 190,000 tested, under 10 active;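 active = EC50 below 50 µM in the dose-response confirmation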;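 note: death triggered by thapsigargin at about 15 µM added after 2 h compound pretreatment; cell ATP read after overnight thapsigargin exposure of roughly 18 to 22 hours; normalized against plate controls of thapsigargin alone and 5% DMSO vehicle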
# Dynein transport cytoplasmic EGFP = recorded beside Dynein transport, whose call it bears; z-score; measured here: cytoplasmic GR-EGFP intensity; active compounds read high
# Dynein transport nuclear GR-EGFP = also measured in Dynein transport; calls as there; z-score; measured here: nuclear GR-EGFP intensity;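 lower value marks the stronger effect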
# Dynein transport cell count = also measured in Dynein transport; calls as there; z-score; measured here: cell count per field
# Ins promoter up cell count = further read-out of Ins promoter up, marked with its call; cell count; measured here: cytotoxicity, nuclei count;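 total cells summed across four imaged fields per well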
# Lipid droplet cells 6.5 µM = also measured in Lipid droplet; calls as there; cell count; measured here: cell count, cytotoxicity flag;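 cells counted across two imaged fields per well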
# b-catenin transl cell count 5 µM = also measured in b-catenin transl; calls as there; cell count; measured here: cell count, cytotoxicity flag
# T cell modulator vesicle-bound % = second read-out of T cell modulator, no call of its own (marks repeat the call); double positive events, %; measured here: CD8+ vesicle-bound cell fraction;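 binding gate set so that unloaded-vesicle control wells show 10% double positive cells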
# MT stabilizer Hoechst-high % = also measured in MT stabilizer; calls as there; % Hoechst-high responders; measured here: nuclear condensation Hoechst responders;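 share of cells brighter than vehicle mean plus two SD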
# MT stabilizer cytotoxicity % = further read-out of MT stabilizer, marked with its call; toxicity, %; measured here: cytotoxicity by cell density;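 0% = mean cell density of plate MIN control wells and 100% = no cells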
# Autophagy mod cell loss 18 h = second read-out of Autophagy mod, no call of its own (marks repeat the call); toxicity, %; measured here: cell loss, nuclei count;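 cell loss after 18 h compound exposure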
# Active calls of the source: *; i = inactive; ? = inconclusive; · = not tested or not shown.
Compound	T cell modulator	T cell modulator vesicle-bound %	Salmonella PhoP GFP	Ins promoter up	Ins promoter up cell count	b-catenin transl	b-catenin transl cell count 5 µM	Autophagy mod	Autophagy mod cell loss 18 h	Lipid droplet	Lipid droplet cells 6.5 µM	Dynein transport	Dynein transport cytoplasmic EGFP	Dynein transport nuclear GR-EGFP	Dynein transport cell count	MT stabilizer	MT stabilizer Hoechst-high %	MT stabilizer cytotoxicity %	ER stress rescue
CC1=CC(C)(C)N(C(=O)CSc2nccn2C)c2cc(C)ccc21	i	27.3	-3.0%	-0.5	1070	-6.8	1036	i	2.6	·	·	-0.35	-0.23	0.0435	0.802	1.8	1.8	5.3	4.1%
CC(C)Oc1ccc(/C(O)=C2/C(=O)C(=O)N(CCN3CCOCC3)C2c2ccccc2)cc1 (stereo unspecified)	i	26.7	5.6%	0.24	1311	·	·	i	-1.2	3.9	723	0.584	-0.205	0.793	0.823	3.6	1.6	0.0	-3.8%
CCn1c(-c2ccc(N(C)C)cc2)nc2ccccc21	i	26.4	-2.1%	?	·	0.6	1309	i	9.4	·	·	2.51	0.26	1.98	-3.16	3.9	2.6	5.8	-3.3%
O=[N+]([O-])c1ccccc1-c1cc(-c2ccccc2O)n[nH]1	i	27.8	-0.6%	0.36	1194	0.2	920	i	-17.9	-7.9	522	-0.163	-0.238	-0.331	-0.301	5.3	3.9	7.2	2.5%
CC(C)(C)C(=O)Nc1ccc(C(=O)Nc2cccnc2)cc1	i	37.2	-1.6%	0.92	991	·	·	i	-1.4	·	·	-0.393	-0.232	-0.211	0.98	3.7	2.5	1.9	-0.7%
COc1ccc(C(C(=O)NCc2ccccc2)N(Cc2ccc3c(c2)OCO3)C(=O)c2cnccn2)cc1 (stereo unspecified)	i	22.5	2.1%	-0.46	1009	-2.6	1194	i	-3.7	-4.1	711	-1.33	0.243	-0.43	1.37	1.4	1.6	10.3	-3.3%
S=c1[nH]nc(-c2cc(-c3ccsc3)n[nH]2)n1-c1ccccc1	i	21.6	-7.6%	0.84	1467	-4.3	1262	·	·	6.4	726	-0.485	-0.317	-0.321	1.24	·	·	·	·
Cc1[nH]n(-c2ccccc2)c(=O)c1C(=O)c1ccc([N+](=O)[O-])cc1	i	33.5	-3.3%	·	·	-0.3	1102	i	5.5	16.0	713	0.092	-0.194	-0.000812	-1.32	1.4	1.6	6.2	1.9%
Fc1ccc(/C=N/Nc2ccccn2)cc1	i	49.4	16.9%	-0.04	1357	0.5	968	i	-7.3	-16.6	599	-0.647	-0.328	-0.785	0.693	1.8	4.4	8.1	1.3%
O=C(CCc1nc2ccccc2c(=O)[nH]1)NCc1ccccn1	i	53.0	11.6%	0.35	1173	-1.7	1080	i	5.1	-2.2	735	-0.791	-0.24	-0.256	-0.532	3.2	1.6	7.3	0.0%
CCOc1ccc(OCCOCCOc2c(Cl)cccc2Cl)cc1	i	44.3	·	·	·	·	·	i	0.2	·	·	-0.0913	-0.113	0.132	-0.673	1.1	1.5	10.3	·
CCCCN(CC(=O)NC(C)(C)C)C(=O)C(=O)Nc1ccc2c(c1)OCCO2	i	37.3	1.9%	-0.04	1638	0.2	1517	i	5.2	-0.5	669	0.184	-0.346	-0.267	-0.0588	3.5	1.2	4.6	-0.1%
FCCCOc1ccc(/C=N/OCc2ccc(Cl)cc2Cl)cc1	i	48.6	2.8%	-0.02	1552	0.2	1337	i	2.2	·	·	-0.641	-0.22	-0.379	1.41	1.6	1.6	6.0	0.4%
c1ccc(-c2csc(NC3=NCCCCC3)n2)cc1	i	59.2	2.4%	0.48	1390	0.3	1104	i	2.6	-2.3	683	0.217	-0.167	0.203	0.212	4.8	2.5	4.8	3.4%
Cc1csc(SCc2c(C(=O)O)oc3ccccc23)n1	i	0.0	8.8%	·	·	·	·	i	-14.7	·	·	0.283	-0.219	0.195	0.0109	7.4	2.3	6.2	·
CCOC(=O)N1CCN(C(=O)CSCC(=O)Nc2nc(-c3ccccc3)cs2)CC1	i	52.1	3.1%	-0.32	1106	0.8	1156	i	1.8	20.1	723	0.252	-0.123	-0.128	0.245	3.4	1.7	9.1	1.5%
C=CCN(c1ccccc1)S(=O)(=O)c1ccc(Cl)c(C(=O)OCC(=O)N(C)C2CCS(=O)(=O)C2)c1 (stereo unspecified)	i	20.9	-0.8%	0.09	1571	-3.8	1116	i	-3.4	-5.0	677	-1.02	-0.275	-0.176	1.2	3.7	2.7	1.2	-2.1%
O=C(CN1CCSCC1)N/N=C/c1ccc(F)cc1	i	43.2	3.0%	·	·	-16.0	1343	i	0.9	8.7	782	0.877	0.0879	0.334	-0.29	1.1	0.6	8.5	-3.1%
Cn1cc([N+](=O)[O-])c(C(=O)N(Cc2ccccc2)Cc2ccccc2)n1	i	17.6	-5.1%	-0.04	1381	-5.5	568	i	3.5	3.5	668	-1.43	-0.208	-0.667	1.39	2.1	2.0	2.1	-0.6%
Fc1cccc(Cl)c1CSc1ccc(-c2ccco2)nn1	i	44.8	-7.3%	-0.15	1324	-0.6	1129	i	-1.6	2.8	610	-0.538	-0.142	-0.321	0.372	2.3	2.1	2.8	1.6%
Cc1nc(SCc2ccccc2)c(C(F)(F)F)c(=O)[nH]1	i	25.8	8.8%	·	·	·	·	i	17.8	·	·	1.42	-0.12	0.392	-0.854	7.3	0.5	1.3	0.4%
O=C(N1CCCCCC1)N1CCN(C(=O)N2CCCCC2)CC1	i	41.7	-0.8%	1.64	1108	·	·	i	-3.2	-0.1	808	0.294	-0.239	0.472	0.617	2.7	1.3	36.3	-0.2%
Cc1nc2nc(-c3cccnc3)[nH]n2c(=O)c1Cc1ccccc1	i	36.6	3.8%	-0.18	1260	1.5	1092	i	1.9	-8.0	699	-1.03	-0.27	-0.305	0.574	1.6	1.7	15.4	1.1%
Cc1ccc(NC(=O)C2CCCN2C(=O)NC2CCCCC2)c(C)c1 (stereo unspecified)	i	4.7	-0.3%	-0.74	1067	0.3	1039	i	2.2	-12.7	747	-0.491	-0.245	-0.0385	0.488	1.6	1.1	3.5	1.0%
O=c1ccnc(S/C=C/c2ccccc2)[nH]1	i	34.2	-30.4%	1.94	1407	-0.3	1316	i	7.5	·	·	0.094	-0.164	0.554	-1.23	5.0	2.8	13.6	-3.7%
CS(=O)(=O)N1CCN(Cc2ccc(C(F)(F)F)cc2)CC1	i	22.1	0.7%	-0.1	810	·	·	i	-2.8	5.3	804	-0.21	-0.244	0.505	0.102	2.2	1.4	5.9	-1.1%
CCCN1C(=O)c2cc(C(=O)O)ccc2C1O (stereo unspecified)	i	19.9	6.1%	0.84	1952	-2.6	1165	·	·	8.8	682	-0.092	-0.161	0.0724	-0.0604	2.6	2.6	8.8	·
COc1ccc(-c2nc3c(c(=O)n(C)c(=O)n3C)n2CC2CC(c3ccccc3)=NO2)cc1OC (stereo unspecified)	i	26.4	·	·	·	·	·	i	8.6	·	·	-0.567	-0.226	-0.477	0.626	2.4	2.2	0.3	·
CCOC(=O)c1ccc(N2C(=O)CC(C)(CC)CC2=O)cc1	i	54.5	-0.6%	-0.36	1026	0.7	1270	·	·	10.9	647	-0.0584	-0.209	0.355	0.326	·	·	·	·
Cc1ccc(NC(=O)CC2SCCNC2=O)cc1Cl (stereo unspecified)	i	17.4	-9.0%	-0.26	1212	-0.3	1082	i	9.3	-7.9	743	1.23	-0.304	1.24	-0.534	3.1	1.2	3.9	-1.2%
N#CC(C(=S)Nc1ccccc1)c1nc2ccccc2[nH]1 (stereo unspecified)	i	45.4	-0.9%	0.35	1032	1.6	1232	·	·	3.3	682	-0.543	-0.206	0.132	0.847	·	·	·	·
NNC(=O)c1ccc(COCC(F)(F)C(F)F)cc1	i	31.2	-12.1%	-0.54	1048	0.1	1307	·	·	-10.9	702	0.347	-0.244	0.121	-0.58	·	·	·	·
CCN(CC)C(=O)c1ccc2c(=O)n(CCOC)c(=S)[nH]c2c1	i	56.0	-6.9%	0.26	962	·	·	i	-15.3	·	·	0.0343	0.398	0.254	0.3	2.6	1.1	6.8	-1.7%
